ERG Ets-DNA blk – inhibitors of human ERG Ets domain-DNA interaction; Potency, µM (series often up to 76.9 µM), for inactives: at the top dose FP activity, negative = inhibition, hits mostly inhibitors; 370,000 compounds, 0.028% hits; fluorescence polarization, His-ERG Ets domain / labelled DNA; P11308; active means well fitted inhibition curve with a large enough effect in the polarisation, with a control signal flat; inconclusive means small, poorly fitted or top-dose-only effect, or effect the other way, or a change in a side signal; inactive means no such curve, though single readings can be large or run the other way; the % refers to the polarisation;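 further: polarization taken with two DNA probes labelled with fluorescein and Texas red; potency means the concentration at half of the fitted maximal effect; % of control where 0% means no effect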
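His-tagged ERG Ets domain (1 uM in the protein solution; 300mM KCl, 50mM Tris-HCl, 1mM EDTA, 1mM DTT, pH 7.5) received compound, then a probe mix of 5 nM fluorescein-DNA and 100nM Texas-615-DNA. Fluorescence polarization was read for both dyes.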
Pin1 inh – inhibitors of human Pin1. Q13526. Pin1 FP peptide displacement, HiFluor488, 10 min. Potency, µM (titrated, usually from 115 µM), without a hit: at the top dose activity, negative = inhibition, most hits filed as inhibitors. 390,000 compounds, 0.009% hits; active means well fitted inhibition curve with a large enough effect in the polarisation, with a control signal flat, not every such curve was filed as active; inconclusive means small, poorly fitted or top-dose-only effect, or effect the other way, or a change in a side signal; inactive means no such curve, though single readings can be large or run the other way; the % refers to the polarisation; further: potency means the concentration at half of the fitted maximal effect; on the % scale 0 is the no-effect control and ±100 the full control effect
BAZ2B inh – BAZ2B (human) inhibition | AlphaScreen BAZ2B-H3K14Ac peptide displacement | Q9UIF8 | Potency, µM (highest dose often 114 µM), for inactives: top-dose activity change, negative = inhibition, most hits filed as inhibitors | 360,000 compounds, 4.4% hits; further: potency means the concentration at half of the fitted maximal effect; on the % scale 0 is the no-effect control and ±100 the full control effect; nearly all actives have a fitted effect of over 60% in size
Target sequence (Q9UIF8 whole entry, looked up): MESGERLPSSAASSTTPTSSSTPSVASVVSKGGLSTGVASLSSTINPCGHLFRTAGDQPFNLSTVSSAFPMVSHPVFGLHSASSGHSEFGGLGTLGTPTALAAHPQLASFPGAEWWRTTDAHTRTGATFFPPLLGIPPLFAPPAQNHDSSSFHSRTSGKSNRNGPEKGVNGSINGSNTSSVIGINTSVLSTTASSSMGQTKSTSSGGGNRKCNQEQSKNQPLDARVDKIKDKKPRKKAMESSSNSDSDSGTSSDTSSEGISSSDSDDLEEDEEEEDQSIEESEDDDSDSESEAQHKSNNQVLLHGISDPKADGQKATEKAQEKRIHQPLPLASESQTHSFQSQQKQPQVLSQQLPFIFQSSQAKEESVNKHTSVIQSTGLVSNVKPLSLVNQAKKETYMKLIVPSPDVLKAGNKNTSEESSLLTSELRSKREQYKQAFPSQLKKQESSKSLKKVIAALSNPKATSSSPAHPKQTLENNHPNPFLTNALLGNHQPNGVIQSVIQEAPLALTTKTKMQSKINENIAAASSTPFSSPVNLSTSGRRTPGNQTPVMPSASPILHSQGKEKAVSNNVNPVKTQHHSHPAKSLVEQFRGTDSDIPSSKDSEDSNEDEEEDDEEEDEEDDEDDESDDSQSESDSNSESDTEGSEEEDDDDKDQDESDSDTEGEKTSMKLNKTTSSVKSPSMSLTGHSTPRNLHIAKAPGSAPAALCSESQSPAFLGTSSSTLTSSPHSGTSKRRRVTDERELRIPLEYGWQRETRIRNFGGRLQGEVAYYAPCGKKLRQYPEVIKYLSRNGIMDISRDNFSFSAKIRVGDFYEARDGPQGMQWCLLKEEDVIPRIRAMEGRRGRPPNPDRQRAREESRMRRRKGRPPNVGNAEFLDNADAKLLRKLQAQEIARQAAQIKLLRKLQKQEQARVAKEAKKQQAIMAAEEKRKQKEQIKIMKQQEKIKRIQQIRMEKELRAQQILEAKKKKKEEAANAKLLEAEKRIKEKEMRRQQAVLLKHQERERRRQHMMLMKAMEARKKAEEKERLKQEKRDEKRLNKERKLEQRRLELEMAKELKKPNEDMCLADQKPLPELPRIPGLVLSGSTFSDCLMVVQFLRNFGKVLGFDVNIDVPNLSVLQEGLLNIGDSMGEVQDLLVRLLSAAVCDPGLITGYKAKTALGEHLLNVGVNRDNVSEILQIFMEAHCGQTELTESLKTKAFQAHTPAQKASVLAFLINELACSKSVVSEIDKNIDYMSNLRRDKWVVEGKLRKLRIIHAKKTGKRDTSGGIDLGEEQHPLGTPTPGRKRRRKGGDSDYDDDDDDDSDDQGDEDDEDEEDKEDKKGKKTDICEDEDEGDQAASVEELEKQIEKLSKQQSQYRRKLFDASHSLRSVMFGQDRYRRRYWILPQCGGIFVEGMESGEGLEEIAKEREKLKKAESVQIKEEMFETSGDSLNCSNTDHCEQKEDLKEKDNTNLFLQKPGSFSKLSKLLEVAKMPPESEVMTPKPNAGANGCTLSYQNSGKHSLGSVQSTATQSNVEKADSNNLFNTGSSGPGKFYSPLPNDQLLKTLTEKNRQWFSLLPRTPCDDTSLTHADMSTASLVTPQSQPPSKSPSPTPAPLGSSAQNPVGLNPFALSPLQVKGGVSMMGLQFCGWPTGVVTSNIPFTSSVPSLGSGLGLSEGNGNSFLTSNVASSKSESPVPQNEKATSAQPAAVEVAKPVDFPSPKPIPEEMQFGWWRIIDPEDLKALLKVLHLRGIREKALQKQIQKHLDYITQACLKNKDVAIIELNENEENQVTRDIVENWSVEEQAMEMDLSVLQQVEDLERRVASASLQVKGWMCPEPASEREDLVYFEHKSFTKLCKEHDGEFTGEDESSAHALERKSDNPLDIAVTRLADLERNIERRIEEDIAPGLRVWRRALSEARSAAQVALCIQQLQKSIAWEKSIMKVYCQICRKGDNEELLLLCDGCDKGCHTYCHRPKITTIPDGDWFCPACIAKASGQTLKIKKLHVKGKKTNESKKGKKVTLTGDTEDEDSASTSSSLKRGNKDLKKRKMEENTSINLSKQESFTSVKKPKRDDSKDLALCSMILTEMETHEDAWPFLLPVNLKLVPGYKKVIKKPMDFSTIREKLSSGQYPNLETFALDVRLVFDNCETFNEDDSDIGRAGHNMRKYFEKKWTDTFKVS
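AlphaScreen luminescence quantifies BAZ2B engagement of H3K14Ac peptide; the protein and biotinylated peptide are both at 50 nM final, buffer PBS pH 7.4 with 0.01% Tween-20, all steps at room temperature.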
PI4K2A inh – PI4K2A (human) kinase inhibition; purified PI4K2A, ADP-Glo luminescence, 1 h; stronger effect = lower value; 420,000 compounds, 0.13% hits; activity change, negative = inhibition, % at 76.9 µM; in the data active means activity change below about -50%; inconclusive means mostly about -30% to -49%;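 further: -100% = wells without enzyme as full effect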
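PI4K2A activity was measured by ADP-Glo luminescence: enzyme (4 ug/mL stock) and phosphatidylinositol (1.2 mM stock) in Tris pH 7.5/MgCl2/EGTA/Triton X-100 buffer were reacted with ATP (300 microM stock) for one hour at ambient temperature.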
G9a block – inhibitors of human histone lysine methyltransferase G9a | Q96KQ7 | G9a H3K9 monomethylation, AlphaScreen, 2 h | Potency, µM (titrated, usually from 102 µM), inactives show at the highest dose activity, negative = inhibition, most hits filed as inhibitors | 350,000 compounds, 8.8% hits | AID 504332; further: potency means the concentration at half of the fitted maximal effect; on the % scale 0 is the no-effect control and ±100 the full control effect; nearly all actives have a fitted effect of over 75% in size
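AlphaScreen detection with an anti-monomethyl H3K9 antibody quantified product after a 2 h room-temperature reaction containing 500 nM biotinylated H3K9 peptide, 20 µM SAM and 20 nM enzyme, which had been preincubated 15 min with compound.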
JMJD2A Tudor – JMJD2A Tudor domain (human) inhibition. O75164. AlphaScreen JMJD2A-Tudor / H3K4me3 peptide binding. Potency, µM (series often up to 114 µM), inactives show at the top dose activity change, negative = inhibition, actives largely listed as inhibitors. 390,000 compounds, 4.4% hits. AID 504339; further: potency means the concentration at half of the fitted maximal effect; on the % scale 0 is the no-effect control and ±100 the full control effect; nearly all actives have a fitted effect of over 50% in size
Tb PGK inh – inhibitors of T. brucei phosphoglycerate kinase; PGK/GAPDH coupled, Kinase-Glo luminescence, 60 min; 380,000 compounds, 0.043% hits; P07378; Potency, µM (series often up to 57.5 µM), for the others: at the highest dose activity change, negative = inhibition, usual class: inhibitors; AID 602233; further: potency means the concentration at half of the fitted maximal effect; on the % scale 0 is the no-effect control and ±100 the full control effect; nearly all actives have a fitted effect of over 60% in size
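Recombinant glycosomal PGK reaction used 1,3-bisphosphoglycerate generated in-well by GAPDH (100nM final) in 100mM TEA pH 7.6, 5mM MgCl2, 0.01% Tween-20. After 60 minutes at room temperature, ATP was read by Kinase-Glo Plus luminescence end-point.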
HP1b binding inh – inhibitors of HP1-beta chromodomain binding to methylated histone tails; AlphaScreen HP1-beta / biotin-H3K9me3 peptide binding; Potency, µM (top dose mostly 114 µM), inactives show at the top dose activity change, negative = inhibition, hits mostly inhibitors; 390,000 compounds, 0.56% hits; AID 540317; further: potency means the concentration at half of the fitted maximal effect; nearly all actives have a fitted effect of over 70% in size; inactives centre near 23
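Compound inhibition of the preformed complex between 50 nM HP1-beta and 50 nM biotinylated H3K9me3 peptide was read by AlphaScreen. Buffer was PBS pH 7.4 with 0.01% Tween-20. Incubations ran 30 min at room temperature, with 10 ug/mL donor/acceptor beads.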
GLS inhibitor – blocks human kidney-isoform glutaminase activity. GLS enzymatic activity, qHTS titration. Potency, µM (titrated, usually from 45.5 µM), for inactives: at the top dose activity change, negative = inhibition, usual class: inhibitors. 410,000 compounds, 0.21% hits. O94925; further: potency means the concentration at half of the fitted maximal effect; on the % scale 0 is the no-effect control and ±100 the full control effect
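Two-point fluorescence kinetic (t0, 30 min RT) for hKGA; glutamate detected via glutamate oxidase–HRP–Amplex Red. Substrate: 1 mM L-glutamine solution; buffer 45 mM KH2PO4, pH 8.2.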
Starred values were filed as active, the others as inactive; i = inactive; ? = inconclusive; . = no result given; & = joins results of further samples; [ ] = remark or other dose. Unless noted, the call rests on the fitted dose curve; in most records, active means well fitted curve in the direction sought with a large enough effect; inconclusive means small, poorly fitted or top-dose-only effect, or another doubt; inactive means no such curve, though single readings can be large; an effect the other way counts as inactive or inconclusive.

item | ERG Ets-DNA blk | Pin1 inh | BAZ2B inh | PI4K2A inh | G9a block | JMJD2A Tudor | Tb PGK inh | HP1b binding inh | Structure | GLS inhibitor
1 | 5% | 1% | -2% | 3 | . | -22%[57.1 µM] | -8% | -36% | COCCN(CC(=O)NC1CCCCC1)C(=O)/C=C/C(=O)c1ccc(OC)cc1O | -22%
2 | -2% | -20% | . | 0 | . | -21% | -8% | 27% | CC(C)n1nnnc1SCC(=O)NCc1ccco1 | 35%[activator]
3 | -7% | -4% | . | 0 | 2%[59 µM] | -23% | -7% | 16% | O=C(CN(C(=O)CCC(=O)Nc1ccccn1)c1ccc2c(c1)OCO2)NCc1ccco1 | 1%
4 | -2% | -2% | 4% | -2 | ? | -10% | -10% | 29% | CC1CCCN(S(=O)(=O)CCNC(=O)c2ccccc2)C1 (stereo unspecified) | 2%
5 | -4% | 8% | -6% | 4 | 0% | -35% | -2% | 56%[activator] | NC1=NC(=O)/C(=C/c2ccc(Cl)cc2Cl)S1 | -6%
6 | 1% | 27% | -10% | -1 | 19%[59 µM] | -8%[11.4 µM] | 6% | 46%[activator] | COc1ccccc1C(=O)Nc1ccc(-c2nnn(CC(=O)NCc3ccco3)n2)cc1 | -7%
7 | 7% | 6% | -3% | -3 | ? | 3% | -7% | 25% | N#Cc1cn(-c2ccccc2)nc1-c1ccco1 | .
8 | 5% | -4% | -4% | 0 | 1% | -4% | 2% | 21% | CC1CC(C)CN(C(=O)c2ccc(C(=O)c3ccccc3)cc2)C1 (stereo unspecified) | -2%
9 | 0% | -3% | 1% | 1 | 9%[59 µM] | -5% | . | 26% | CCOc1ccc(-n2c(=O)c3c(C)c(C)sc3n(Cc3c(F)cccc3Cl)c2=O)cc1 | 1%
10 | 2% | 4% | 4% | -5 | 8%[59 µM] | 10%[57.1 µM] | 0% | 28% | COc1cc2c(C(=O)NCc3ccccn3)cn(C)c(=O)c2cc1OC | 1%
11 | -1% | 2% | -4% | 0 | 2%[59 µM] | -19%[57.1 µM] | 7% | 74%[activator] | O=C(CN1C(=O)CSC1=O)NC1CCCCC1 | 0%
12 | -6% | -2% | 3% | 7 | 2% | -18% | -6% | 22% | CCc1cc(=O)oc2c3c(cc(OCC(=O)NCCCOC)c12)OC(C)(C)CC3 | 3%
13 | 1% | -1% | -9% | -3 | -1%[59 µM] | 1% | 4% | 18% | Cc1ccc2c(c1Br)C(O)(CC(=O)c1ccc(F)cc1)C(=O)N2 (stereo unspecified) | 0%
14 | -2% | -6% | -2% | -2 | -9% | -7% | -6% | 25% | Nc1nc(NCCO)nc(N2CCCCCC2)c1[N+](=O)[O-] | 1%
15 | -1% | 0% | 50µM* | 1 | -7% | -18% | -4% | 32% | CCOc1ccc(C(=O)Nc2ncn[nH]2)cc1 | 0%
16 | 3% | -11% | -4% | -3 | 2%[12.7 µM] | -10% | i | 29% | CCN(C(=O)COC(=O)CCOc1ccccc1)c1c(N)n(Cc2ccccc2)c(=O)[nH]c1=O | 1%
17 | 4% | -1% | -34% | 3 | -15%[59 µM] | -15% | -1% | 19% | COC(=O)c1ccc(NC(=S)N(Cc2cccnc2)Cc2ccco2)cc1 | 1%
18 | 1% | 1% | ? | -3 | -7% | ? | -1% | 19% | CC1=C(C(=O)Nc2cccc(C(=O)N3CCN(c4cccc(C(F)(F)F)c4)CC3)c2)SCCO1 | 4%
19 | 11% | 0% | 6% | 0 | 12%[59 µM] | -18% | -4% | 61%[activator] | Cc1ccc(C(=O)NCCc2csc(C)n2)cc1 | -1%
20 | 11% | ? | ? | -1 | 28µM* | ? | -7% | -1% | COc1ccccc1N1CCN(C(c2cc3ccc(C)cc3[nH]c2=O)c2nnnn2C2CCCC2)CC1 (stereo unspecified) | -6%

Six entries picked at random from the list so far:
item | ERG Ets-DNA blk | Pin1 inh | BAZ2B inh | PI4K2A inh | G9a block | JMJD2A Tudor | Tb PGK inh | HP1b binding inh | Structure | GLS inhibitor
17 | 4% | -1% | -34% | 3 | -15%[59 µM] | -15% | -1% | 19% | COC(=O)c1ccc(NC(=S)N(Cc2cccnc2)Cc2ccco2)cc1 | 1%
15 | -1% | 0% | 50µM* | 1 | -7% | -18% | -4% | 32% | CCOc1ccc(C(=O)Nc2ncn[nH]2)cc1 | 0%
14 | -2% | -6% | -2% | -2 | -9% | -7% | -6% | 25% | Nc1nc(NCCO)nc(N2CCCCCC2)c1[N+](=O)[O-] | 1%
12 | -6% | -2% | 3% | 7 | 2% | -18% | -6% | 22% | CCc1cc(=O)oc2c3c(cc(OCC(=O)NCCCOC)c12)OC(C)(C)CC3 | 3%
20 | 11% | ? | ? | -1 | 28µM* | ? | -7% | -1% | COc1ccccc1N1CCN(C(c2cc3ccc(C)cc3[nH]c2=O)c2nnnn2C2CCCC2)CC1 (stereo unspecified) | -6%
13 | 1% | -1% | -9% | -3 | -1%[59 µM] | 1% | 4% | 18% | Cc1ccc2c(c1Br)C(O)(CC(=O)c1ccc(F)cc1)C(=O)N2 (stereo unspecified) | 0%

The list goes on.
item | ERG Ets-DNA blk | Pin1 inh | BAZ2B inh | PI4K2A inh | G9a block | JMJD2A Tudor | Tb PGK inh | HP1b binding inh | Structure | GLS inhibitor
21 | -3% | 1% | -1% | -2 | 14%[59 µM] | -6% | -10% | 18% | O=C(CSc1nc2ccccc2n1Cc1cccc(F)c1)NCc1ccccc1 | -6%
22 | 10% | -8% | 50µM* | 1 | 22µM* | 35µM* | -8% | -5% | CCOc1ccc(OCCCCNC(C)(C)C)cc1 | -2%
23 | 9% | 0% | -13% | 3 | -7% | -8% | i | 37%[activator] | C/C(N)=C(/C#N)C(=O)CSc1n[nH]c(-c2cccs2)n1 | 7%
24 | 8% | 28% | -8% | -12 | 7.9µM* | ? | -4% | 30% | COC(=O)c1ccc2nc(NC(=O)CSCC(=O)OCC(=O)c3ccccc3)sc2c1 | -8%
25 | 2% | 0% | -3% | 0 | 19% | -15% | -5% | 13% | Cn1cc(S(=O)(=O)Nc2ccc(F)c(Cl)c2)c(=O)n(C)c1=O | -1%
26 | -11% | -1% | -5% | 5 | -14% | -16% | i | 22% | Cc1nn(C)c2ncc(C(=O)c3cc(F)ccc3O)cc12 | 8%
27 | 5% | -5% | 2% | -2 | -20% | -11% | i | 43%[activator] | C=CCNC(=O)[C@H]1N2C(=O)c3ccccc3C2SC1(C)C (stereo partly specified) | 14%
28 | 1% | -5% | 0% | 0 | -5% | -20% | -5% | -2% | O=C(CCc1nc2ccccc2c(=O)[nH]1)N1CCN(S(=O)(=O)c2cccc([N+](=O)[O-])c2)CC1 | 1%
29 | -7% | -3% | -10% | 1&2 | ? | -16% | 4% | 33%[activator] | CN=C(N)NCCC[C@H](N)C(=O)O | 0%&2%&-1%
30 | -12% | -9% | -12% | 0 | -29% | 0% | -7% | -5% | CC(C)(C)NNC(=S)Nc1ccc(S(=O)(=O)N2CCOCC2)cc1 | 0%
31 | -3% | ? | . | -9 | . | 56µM* | . | -6% | O=C(N/N=C/C=C/c1ccco1)C(O)c1ccccc1 (stereo unspecified) | -5%
32 | -1% | 1% | -10% | -5 | ? | ? | 11% | 11% | CC1=CS(=O)(=O)CC1Sc1ncn[nH]1 (stereo unspecified) | 5%
33 | -7% | 2% | 9% | -2 | 45µM* | -5% | -3% | 28% | O=C(NCC(c1cccs1)N1CCOCC1)c1cc([N+](=O)[O-])ccc1Cl (stereo unspecified) | -3%
34 | ? | -1% | 0% | -7 | -1%[2.33 µM] | -7% | 4% | 13% | CC(O)c1ccc(OCCN(C)c2ccccn2)cc1 (stereo unspecified) | -1%
35 | 1% | 1% | 4% | 9 | . | -11% | -7% | -1% | CCn1c(-c2ccccc2Cl)nn(CC(=O)Nc2ccc(OC)cc2)c1=S | -2%
36 | 7% | 11% | -32% | 10 | -44% | -22% | 9% | 2% | CCN(CC)CCOC(=O)c1ccc(NC(=O)c2cn(-c3ccccc3)nc2-c2cccs2)cc1 | 0%
37 | 18% | 3% | 12% | 1 | 37%[59 µM] | -16% | 3% | 23% | Cc1ccc(OC(C)C(=O)N(Cc2cccs2)C2CCS(=O)(=O)C2)cc1C (stereo unspecified) | 9%
38 | -4% | 2% | -1% | -1 | -13%[59 µM] | -5% | -2% | 14% | COC(=O)c1ccc(NC(=O)CCN2CCN(CCC(=O)Nc3ccc(C(=O)OC)cc3)CC2)cc1 | -1%
39 | -3% | 0% | 3% | -3 | 62%[activator] | -15% | -1% | 24% | COc1ccc(CCNC(=O)C2CCCN2C(=O)Nc2ccccc2)cc1OC (stereo unspecified) | -2%
40 | 1% | 6% | -29% | 7 | 2%[0.501 µM] | -8% | 5% | 12% | CCN(CC)S(=O)(=O)c1cc(C(=O)Nc2ccccc2C(=O)O)ccc1OC | 16%
41 | 1% | ? | 4% | -1 | 4%[59 µM] | -11% | -9% | 19% | COc1ccc(NC(=O)c2cc(=O)c3cc(C)cc(C)c3o2)cc1 | -1%
42 | 2% | 7% | 14% | 1 | 47%[12.7 µM] | -3% | -2% | 19% | O=C(CSc1ccccc1)Nc1ccc(N2CCN(c3ccccc3)CC2)c(F)c1 | 5%
43 | 3% | 1% | 3% | 1 | 2%[59 µM] | 3% | 3% | 29% | Cc1c2cnn(CC(=O)N3CCCCC3)c(=O)c2c(C)n1Cc1ccc(Cl)cc1 | -3%

Compound activity (PubChem BioAssay)
